Source: PubChem (NCI)
All columns: NCI-60 one-dose screen, growth in % after 48 h at 10 µM unless noted; 100 = growth as untreated, 0 = no growth, -100 = all killed.
BT-549 = BT-549 breast cancer. 78,000 compounds, 4.4% hits. AID 1794793
K-562 = K-562 leukemia. 78,000 compounds, 7.4% hits. AID 1794777
MCF7 = MCF7 breast cancer | 82,000 compounds, 6.3% hits | AID 1794796
MDA-MB-468 = MDA-MB-468 breast cancer. 78,000 compounds, 8.5% hits
MDA-MB-231 = MDA-MB-231 breast cancer; 81,000 compounds, 5% hits
T-47D = T-47D breast cancer; 79,000 compounds, 5% hits; AID 1794792
LOX IMVI = LOX IMVI melanoma | 79,000 compounds, 7.4% hits
HS 578T = HS 578T breast cancer; 78,000 compounds, 4.1% hits
* hit, by the source's call; . = not tested or not shown; & = joins results of further samples. Rule for the calls: active = growth percent below 10; inactive = the rest.

SMILES | BT-549 | K-562 | MCF7 | MDA-MB-468 | MDA-MB-231 | T-47D | LOX IMVI | HS 578T
O=c1ccnc(Nc2ccc(Cl)cc2)[nH]1 | 61.2 | 99.8 | 91.0 | . | 87.1 | 88.5 | 101.4 | 101.2
CCOc1ccc(Nc2nc3ccccc3nc2Nc2ccc(OCC)cc2)cc1 | 70.7 | 30.2 | 32.9 | 25.4 | 67.7 | 32.1 | 83.8 | 106.7
NC(CSC(c1ccccc1)(c1ccccc1)c1cccc2ccccc12)C(=O)O (stereo not drawn) | 91.7 | 102.8 | 105.2 | 86.0 | 96.1 | 102.9 | 96.9 | 92.5
CC1COC(C)(C)O1 (stereo not drawn) | 108.9 | 95.5 | 99.1 | 107.2 | 123.2 | 92.6 | 99.2 | 105.7
COc1ccc2oc(=O)cc(CP(=O)(O)O)c2c1 | 100.0 | 111.9 | 88.8 | 86.2 | 97.3 | 98.6 | 102.5 | 95.2
CCCCN(CCC)CCCCCCCCCCN1CCCc2ccccc21 | 89.6 | 17.5 | 76.2 | 65.6 | . | 101.5 | 67.8 | .
O=C(NNC(=O)c1ccncc1)Nc1ccc(Br)cc1 | 100.3 | 86.7 | 96.3 | 103.9 | 109.9 | 97.1 | 101.9 | .
N#C/C(=C\c1ccc([N+](=O)[O-])cc1)C(N)=O | 85.6 | 102.4 | 101.9 | 113.5 | 102.8 | 93.3 | 102.5 | 96.8
Cc1ccc(NC(=O)Cn2c(O)c(N=NC(=O)CNc3ccc(S(N)(=O)=O)cc3)c3ccccc32)cc1 | 78.3 | 98.1 | 91.4 | 103.1 | 92.3 | 106.7 | . | 78.5
O=C(Nc1ccc(I)cc1)c1cccc([N+](=O)[O-])c1O | 4.7* | 14.7 | 7.9* | 2.2* | 16.8 | 9.6* | 8.6* | 42.6
COc1ccc(C(=O)c2ccccc2O)c(O)c1 | 103.7&95.9 | 114.2 | 112.7&108.9 | 109.2&109.0 | 101.6&100.6 | 105.8&103.6 | 104.2&105.3 | 111.2
COc1ccc(CCl)cc1[N+](=O)[O-] | 91.2 | 95.2 | 91.4 | 101.7 | 111.7 | 75.9 | 93.0 | 111.1
C(=C\c1ccccn1)/c1ccccc1 | 91.2 | 94.4 | 97.4 | 108.1 | 114.4 | 55.7 | 98.5 | 103.0
COc1cccc2c1[C@H](OC)[C@]13O[C@@]1(C2=O)[C@H](O)[C@H](C)[C@@](O)(C(=O)[C@@H]1O[C@H]1C)[C@@H]3O | -39.6* | -27.0* | -21.3* | -40.5* | -1.9* | -11.8* | -62.0* | -30.0*
COc1cc(-c2nn(-c3cccc(NC(=O)CN(C(C)C)C(C)C)c3)cc2-c2ccncc2)ccc1Cl | 97.5 | 119.7 | 99.1 | 90.9 | 112.1 | 114.6 | 97.4 | 106.5
O=c1c2cccc3c(NC4CCCCC4)ccc(c32)c2nc3ccccc3n12 | 94.1 | 66.9 | 13.5 | -4.7* | 82.3 | 32.5 | 73.4 | 96.0
O=[N+]([O-])c1ccc(/C=N\N=C\c2ccc([N+](=O)[O-])cc2)cc1 | 98.5 | 99.3 | 44.3 | 78.1 | 101.2 | 99.0 | 105.6 | 112.6
CC(=O)NC1C(Nc2ccc(S(=O)(=O)NC(C)=O)cc2)OC(CO)C(O)C1O (stereo not drawn) | 107.2 | 101.8 | 90.5 | 114.4 | 122.8 | 98.8 | 98.6 | 105.9
O=C(O)c1cc(-c2ccc(Cl)cc2)c2sc(=O)[nH]c2n1 | 104.4 | 98.1 | 95.1 | 107.1 | 114.7 | 78.8 | 97.9 | 101.6
Cc1noc(-c2[nH]c(C)c3c2CCCCC3=O)n1 | 95.0 | 64.1 | 44.9 | 56.9 | 64.6 | 62.8 | 57.4 | 42.2
O=C(C1CCN(CCc2ccccc2)CC1)N1CCOCC1 | 103.7 | 104.7 | 99.4 | 106.1 | 127.2 | 104.4 | 104.4 | 107.0
FC(F)(F)C(F)(F)c1nc2nc(Cl)c(Cl)nc2[nH]1 | 107.1 | 109.3 | 97.3 | 110.8 | 106.3 | 109.2 | 91.5 | 108.9
COc1ccc(C2C3=C(COC3=O)N(CCO)c3cc4c(cc32)CCC4)cc1 (stereo not drawn) | 38.4 | 24.0 | . | 7.3* | 70.9 | 31.5 | 51.0 | 69.7
Cc1ccc(C(=O)CSc2nc3ccc(C)cc3c(=O)n2-c2ccccc2)cc1 | 98.5 | 88.1 | 96.8 | 93.8 | 83.8 | 99.2 | 93.6 | 101.3
CCCCCCCCCCCn1nnnc1N | 94.8 | 77.1 | 87.9 | 81.5 | 87.6 | 65.8 | 79.5 | 87.3

Continued.
SMILES | BT-549 | K-562 | MCF7 | MDA-MB-468 | MDA-MB-231 | T-47D | LOX IMVI | HS 578T
CC(C)c1ccccn1 | 95.8 | 101.1 | 94.8 | 100.1 | 106.6 | 72.4 | 96.6 | 82.9
Cc1nc(Nc2nc(-c3ccccn3)nc(C(Cl)(Cl)Cl)n2)sc1C | 91.2 | 87.4 | 73.8 | 80.2 | 62.0 | 47.4 | . | 93.4
CC(C)NCCCNC1=C(Cl)C(=O)c2ccccc2C1=O | 99.8 | -41.9* | 63.4 | 34.6 | 76.3 | 101.4 | 25.9 | 27.7
O=CNCC1(c2ccccc2)CCN(Cc2ccccc2)CC1 | 100.8 | 97.3 | 96.3 | 99.7 | 97.9 | 102.3 | 101.5 | 113.8
NN1c2nc3c(cnn3-c3ccccc3)c(=O)n2NC1c1ccccc1O (stereo not drawn) | 101.4 | 113.6 | 90.0 | 89.1 | 83.4 | 102.2 | 94.2 | 74.8
CCCCCCCCCCCCCCCC(=O)N1CCOCC1 | 94.6 | 95.1 | 92.9 | 96.6 | 90.7 | 87.7 | 92.6 | 109.8
COc1ccccc1[C@H]1C(C(=O)c2ccc(O)cc2)C2(N[C@@H]1c1ccccc1)C(=O)Nc1ccccc12 (stereo partly drawn) | 85.1 | 81.1 | 68.2 | 24.9 | 68.4 | 72.1 | 62.2 | 68.8
N#Cc1cn(-c2ncc(C(N)=O)c(N)n2)nc1-c1ccc(Cl)cc1 | 93.1 | 93.2 | 86.4 | 84.3 | 104.2 | 96.2 | 85.0 | 80.8
Cc1cc(C)c(NC(=O)c2sc3nc4c(cc3c2N)CCCC4)c(C)c1 | 56.4 | 12.4 | 23.7 | 47.9 | 71.8 | 36.2 | 37.6 | 46.2
O=C1[C@@H]2Cc3c([nH]c4ccccc34)[C@H](c3ccc(Cl)cc3)N2C(=O)CN1C1CCN(Cc2c(Cl)cccc2Cl)CC1 | 97.9 | 76.1 | 70.7 | 83.2 | 77.8 | 88.1 | 90.1 | 96.6
Cc1c(N)c(=O)n(-c2ccccc2)n1C | 105.3&96.1 | 117.8&97.7 | 100.7&101.3 | 110.8&103.9 | 114.8&89.1 | 100.9&94.0 | 96.2&89.6 | 121.7&102.4
CN(C)c1ccc(C(c2ccc(N(C)C)cc2)c2ccc(N(C)C)cc2)cc1 | 139.0 | 90.3 | 97.6 | . | 96.2 | . | 98.4 | 101.3
C1=C(c2ccccc2)N=C(c2nccc3ccccc23)C1(c1ccccc1)c1ccccc1 | 117.4 | 92.6 | . | 101.6 | 105.1 | 67.5 | 79.5 | 109.8
COc1ccc([C@H]2Nc3c(c(C(C)(C)C)nn3-c3ccccc3)C(=O)[C@]23CCCC3=O)cc1 | 103.7 | 110.1 | 92.9 | 102.2 | 86.7 | 90.8 | 90.7 | 91.2
O=[N+]([O-])c1c(Cl)cc(Cl)cc1Cl | 98.6 | 115.1 | 100.5 | 98.5 | 106.3 | 110.3 | 102.0 | 104.0
CC(C)(CN1CCCN(CC(C)(C)C(=O)O)C1=O)C(=O)O | 102.7 | 93.8 | 97.2 | 109.1 | 107.2 | 95.5 | 98.2 | 106.1
CCOC(=O)c1cc2oc(/C=C/c3cc(=O)c4cc(Cl)ccc4o3)cc2[nH]1 | 53.5 | 88.9 | 40.2 | . | 78.9 | 68.4 | 100.8 | 71.2
C[C@@H]1CN(Cc2ccc(/C=C/c3n[nH]c4ccc5nc(-c6cn[nH]c6C(F)(F)F)c6c(c5c34)CCCC6)cc2)C[C@H](C)O1 | 39.6 | 10.4 | 12.4 | 76.9 | 12.9 | 49.8 | 8.2* | 3.3*
Cc1ccc(S(=O)(=O)OC[C@@]2(C)CC[C@]3(C)CC[C@]4(C)C(=C3C2)C=C[C@@H]2[C@@]3(C)CCCNC(C)(C)[C@@H]3CC[C@]24C)cc1 | 83.6 | -28.1* | -4.2* | -88.5* | -43.7* | -57.7* | -99.2* | 83.4
O=C(CSc1nnc(Cc2ccccc2Nc2c(Cl)cccc2Cl)o1)N1N=C(c2ccc3ccccc3c2)CC1c1ccc(Cl)cc1 (stereo not drawn) | 105.3 | 97.4 | 90.4 | 101.6 | 107.9 | 93.2 | 92.1 | 92.9
COc1cc(C2CC(c3ccc(Nc4ccnc5cc(Cl)ccc45)cc3)=NN2C(C)=O)cc(OC)c1OC (stereo not drawn) | 56.3 | 42.7 | 47.2 | 77.7 | 70.8 | 76.0 | 69.7 | 72.8
CN1CC[C@]23C1=NCC[C@@]21C(=Nc2c(Cl)cc(Cl)cc21)Nc1cc(Br)ccc13 | 85.8 | 85.4 | 89.6 | 99.4 | 93.3 | 98.4 | 103.0 | 102.5
FC(F)(F)c1cc(Nc2ccc3cc(OCCCN4CCOCC4)ccc3n2)ccc1Cl | 87.9 | -27.3* | 6.8* | 31.1 | -17.8* | 26.0 | -82.1* | 6.2*
CC(=O)NC1Oc2ccc(C)cc2-c2oc(=O)c(-c3ccccc3)cc21 (stereo not drawn) | 114.3 | 86.6 | 90.4 | . | 96.7 | 88.7 | 96.3 | 116.2
Cc1ccc(S(=O)(=O)N=S(C)C)cc1 | 99.5 | 85.2 | 94.9 | 109.1 | 113.8 | 93.3 | 98.0 | 105.7

Carrying on.
SMILES | BT-549 | K-562 | MCF7 | MDA-MB-468 | MDA-MB-231 | T-47D | LOX IMVI | HS 578T
Cc1cc(O)c([N+](=O)[O-])c(C)c1Cl | . | 91.1 | 97.5 | 99.7 | 103.8 | 109.0 | 96.7 | 108.0
COc1cc(NC(=O)c2cccc(-c3cc(=O)c4c(OC)c(OC)c(OC)cc4o3)c2)cc(OC)c1OC | 27.0 | 27.6 | 34.3 | 47.4 | . | . | 24.4 | 9.2*
Cc1cc2nnc(Nc3ccccc3)n2c(SCc2ccccc2)n1 | 93.3 | 80.2 | 87.1 | 94.3 | 90.7 | 68.6 | 98.8 | 98.4
COc1ccc(-c2cc(-c3cccs3)n3c(C)nnc3c2C#N)cc1 | 103.9 | 101.0 | 102.2 | 106.1 | 95.6 | 97.5 | 91.1 | 155.8
O=S(=O)(NC1c2ccccc2CC1O)c1ccc(Cl)c(Cl)c1 (stereo not drawn) | 106.8 | 94.3 | 104.6 | 107.1 | 106.9 | 91.1 | 96.8 | 97.2
CCCOCOCCC | 109.9 | 99.0 | 102.3 | 84.2 | 107.1 | 96.0 | 96.8 | 86.6
O=C(CSc1nc2ccccc2[nH]1)Nc1ccc(F)cc1 | 95.0 | 85.4 | 90.1 | 95.1 | 85.7 | 83.0 | 95.0 | 89.8
O=c1oc2cc(OS(=O)(=O)C3CC3)ccc2c2c1CCCCCC2 | 80.1 | 51.2 | 81.6 | 39.0 | 78.3 | 57.6 | 85.8 | 106.5
c1cc(-c2nnc(Nc3ccc4c(c3)OCO4)o2)[nH]n1 | . | 77.9 | 97.9 | 98.4 | 92.8 | 83.7 | 85.6 | .
OC[C@H]1O[C@](O)(CO)[C@@H](O)[C@@H]1O | 97.5 | . | 113.5 | 113.8 | 113.7 | 120.5 | 108.6 | 109.7
COc1ccc(C(O)Cc2ccc(Cl)cc2)cc1 (stereo not drawn) | 105.1 | . | 92.3 | 96.2 | 110.4 | 103.2 | 104.9 | 91.8
COc1cccc(/C=C2\SC(=S)NC2=O)c1 | 99.6 | 99.2 | 86.0 | 111.6 | 105.2 | . | 99.7 | 106.5
Cc1ccc(-c2cc(C(=O)N3N=C(c4ccc(N)cc4)CC3c3cc(-c4ccccc4)nn3-c3ccccc3)c3ccccc3n2)cc1 (stereo not drawn) | 92.6 | 92.7 | 78.8 | 95.9 | 85.0 | 63.8 | 83.9 | 95.2

An unsorted share of the library (roughly 12% active in at least one column).
